NSD2 inh – blocks human histone methyltransferase NSD2; 310,000 compounds, 0.54% hits; inhibition, % at 12.5 µM; NSD2 peptide methylation, AlphaScreen, 120 min; O96028; in the data active = inhibition above about 50%
Cardiac RTF inh – cardiac RTF calcium desensitization | P19429+P45379 | IANBD-labeled cardiac RTF, Ca2+ fluorescence | inhibition, % at 7.15 µM | 340,000 compounds, 0.12% hits;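 active = inhibition above the mean inhibition of all tested compounds plus 3 SD, cut at about 17% in these data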;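 also: assay run at fixed EC70 calcium of 1.6 mM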
PvdQ inh – P. aeruginosa PvdQ acylase inhibition; purified PvdQ acylase, fluorescence plate reader; AID 488965; 340,000 compounds, 0.063% hits; inhibition, % at 10 µM; in the data active = inhibition above about 30%, passing the limit was not always enough;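 also: 0% = vehicle neutral wells and 100% = reference inhibitor wells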
Mot1-301 SUMO – SUMOylation pathway inhibition by Mot1-301 growth rescue; S. cerevisiae Mot1-301 growth rescue, ATP luminescence, 38.5C; percent above DMSO median, 100 means doubled; growth rescue, % at 18.8 µM; 320,000 compounds, 1% hits; AID 2716;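 active = every valid replicate shows activation above 250% relative to neutral control wells; inactive = the rest, any valid replicate at or below 250%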;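 also: OY570 slx delta 5 strain wells were the positive control but not used for scaling; some compounds called inactive have numbers as strong as hits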
LANA DNA inh – inhibitors of KSHV LANA C-terminal domain DNA binding | 340,000 compounds, 0.078% hits | MBP-C-LANA/FAM-LBS DNA binding, fluorescence polarization | inhibition, % at 9 µM;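 active = highest replicate inhibition at or above 60% at 9 µM, even if other replicates fall short; inactive = all replicates below 60% inhibition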;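 also: 0% = neutral control wells and 100% = 4 µM acridine orange control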
PfHsp90 set2 – inhibits growth of yeast expressing Plasmodium falciparum Hsp90; S. cerevisiae expressing PfHsp90, BacTiter-Glo ATP, 48 h; yeast lacking PDR1 and PDR3 efflux regulators; inhibition, % at 9.4 µM; 310,000 compounds, 0.32% hits; AID 504621;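 active = every replicate shows inhibition above about 80%, whatever the replicate mean, limit read from the data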;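 also: 0% = DMSO neutral controls and 100% = 20 µM radicicol positive controls; yeast relying on Plasmodium falciparum Hsp90 in place of its own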
dFosB activator – enhances mouse delta FosB homodimer DNA binding; P13346; purified delta FosB, TAMRA-CDK5 oligo fluorescence polarization; percent of positive-control signal above neutral wells; activation, % at 25 µM; 340,000 compounds, 0.99% hits; AID 493131;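 active = mean activation above about 17%, with every replicate also reaching it, limit read from the data, passing the limit was not always enough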;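 also: fluorescence polarization rise as delta FosB binds a TAMRA Cdk5 AP-1 oligo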
Keap1 Nrf2 FP – disrupts human Keap1 binding to Nrf2 peptide | Q14145 | Keap1 Kelch-Nrf2 peptide fluorescence polarization, 1536-well | inhibition, % at 9.4 µM | 340,000 compounds, 0.15% hits; in the data active = inhibition above about 12%;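 also: human Keap1 Kelch domain with fluorescein labeled Nrf2 9mer peptide probe; 0% = neutral control wells and 100% = peptide positive control; higher means more block of Keap1 binding to Nrf2 peptide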
CDK5 p35 inh – inhibitors of human CDK5/p35 kinase. inhibition, % at 10 µM. 330,000 compounds, 0.01% hits. Q00535+Q15078. AID 488839. Recombinant CDK5/p35, ADP-Glo luminescence, 60 min;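 active = highest replicate inhibition of at least 50% and at least 75% of replicates reaching 50%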;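 also: plate controls were DMSO neutral control for no effect and GW8510 at 10 µM for full effect; many of its hits are not listed in these tables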
Target sequence (Q00535 whole entry, looked up): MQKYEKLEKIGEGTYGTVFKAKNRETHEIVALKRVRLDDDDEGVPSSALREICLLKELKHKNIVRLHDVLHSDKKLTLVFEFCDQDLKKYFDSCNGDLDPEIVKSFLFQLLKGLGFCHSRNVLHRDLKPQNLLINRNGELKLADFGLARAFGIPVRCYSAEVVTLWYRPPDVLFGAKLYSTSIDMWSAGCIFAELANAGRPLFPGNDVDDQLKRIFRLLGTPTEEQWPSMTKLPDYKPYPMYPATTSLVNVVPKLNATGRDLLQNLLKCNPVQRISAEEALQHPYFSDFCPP
Target sequence (Q15078 whole entry, looked up): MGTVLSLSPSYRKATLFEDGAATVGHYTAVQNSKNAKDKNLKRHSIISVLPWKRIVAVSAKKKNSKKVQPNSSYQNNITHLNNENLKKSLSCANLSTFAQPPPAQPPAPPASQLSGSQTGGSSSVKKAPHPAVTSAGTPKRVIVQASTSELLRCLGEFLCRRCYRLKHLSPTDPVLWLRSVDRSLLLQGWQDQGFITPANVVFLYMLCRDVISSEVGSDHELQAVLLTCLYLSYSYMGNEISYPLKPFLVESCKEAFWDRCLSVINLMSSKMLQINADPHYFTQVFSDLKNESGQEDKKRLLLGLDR
cardiac RTF act – increases calcium sensitivity of human cardiac regulated thin filaments. 340,000 compounds, 0.24% hits. P19429+P45379. activation, % at 7.2 µM. IANBD-labeled TnC RTF fluorescence at EC20 calcium; 0% EC20 calcium, 100% full calcium. AID 493008;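 active = activation above the mean over all tested compounds plus 3 SD, cut at about 30% in these data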;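 also: rise in fluorescence read as greater calcium sensitivity of cardiac thin filaments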
Rtt109 Vps75 – blocks Candida albicans Rtt109/Vps75 acetyltransferase activity | Q5AAJ8 | purified Rtt109/Vps75, ThioGlo CoA-SH fluorescence, 4 h | inhibition, % at 34.9 µM | 330,000 compounds, 0.16% hits | AID 540336;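 active = inhibition of at least 50% in every replicate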
Target sequence (Q5AAJ8 whole entry, looked up): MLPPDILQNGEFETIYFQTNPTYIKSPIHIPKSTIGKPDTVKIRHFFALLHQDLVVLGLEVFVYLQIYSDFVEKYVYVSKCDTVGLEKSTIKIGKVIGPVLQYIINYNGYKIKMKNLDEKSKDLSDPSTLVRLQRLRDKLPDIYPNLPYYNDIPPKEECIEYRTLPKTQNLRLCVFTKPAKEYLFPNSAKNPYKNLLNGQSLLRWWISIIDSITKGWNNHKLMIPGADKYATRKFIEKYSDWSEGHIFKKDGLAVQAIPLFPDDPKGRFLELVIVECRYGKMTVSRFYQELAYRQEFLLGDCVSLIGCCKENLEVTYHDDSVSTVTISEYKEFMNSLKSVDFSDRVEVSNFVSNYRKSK
* marks the source's active call; other numbers are inactive results; x = not tested or not shown.

SMILES	NSD2 inh	Cardiac RTF inh	PvdQ inh	Mot1-301 SUMO	LANA DNA inh	PfHsp90 set2	dFosB activator	Keap1 Nrf2 FP	CDK5 p35 inh	cardiac RTF act	Rtt109 Vps75
O=C(CCCCn1c(=O)c2ccccc2n(CC(=O)Nc2ccc(F)cc2)c1=O)NCc1ccco1	1	-6	-17	-1	-0.4	19	1	-6	-0.1	-2	7
COc1cc(-c2cc(O)c(-c3ccc4ccccc4n3)c(=O)[nH]2)cc(OC)c1OC	1	-15	-9	x	-2.9	-17	-19	-1	-0.7	21	1
COc1ccc(Cl)cc1C(=O)OCC(=O)Nc1cccnc1Cl	-1	2	2	4	0.1	5	2	-1	-1.8	0	-7
O=C(Nc1ccc2c(c1)OCO2)C1Cc2ccccc2CN1S(=O)(=O)c1cccs1 (centres undefined)	0	-6	-12	77	-0.5	-23	-11	4	0.3	-3	-3
C[C@@]12C(=O)N(CC3CC3)CC(=O)N1[C@H](C1CC1)[C@@H]1C(=O)N(c3ccccc3)C(=O)[C@@H]12	x	-19	-13	-21	0.6	-4	5	3	-0.7	-3	-5
CN(CC(=O)Nc1ccccc1Br)CC(=O)Nc1ccccc1-c1ccccc1	-1	-2	-3	0	-0.8	6	-12	3	1.4	-4	-2
O=C(Cc1ccccc1)Nc1ccc(NC(=O)C2CC2)nc1	-2	-1	-1	x	-0.6	-11	-8	-8	-4.6	14	-36
COc1ccccc1N1CCN(C(=O)C2CCN(C(=O)c3cccc(Cl)c3)CC2)CC1	0	-16	-11	-7	1.0	3	-3	0	0.3	-5	19
Cc1cc(C)c(/C=N/n2c(C)cc(C)c(C#N)c2=O)c(C)c1	-2	-22	-14	-2	0.6	20	-5	0	-5.3	9	-7
O=c1cc(C(F)(F)C(F)F)oc2ccccc12	-3	-21	4	286	-0.4	x	4	-1	-2.7	6	6
COc1ccc(NC(=O)c2cc(-c3ccc4c(c3)OCO4)on2)cc1OC	0	-4	2	-1	0.3	-4	33*	-6	-1.5	6	1
Cc1nn(C)c(C)c1S(=O)(=O)N(CC(=O)NCCN1CCOCC1)c1ccc(C(C)C)cc1	x	1	-9	24	-0.2	2	0	-4	-0.6	-5	-4
Cc1ccc(C(=O)COC(=O)c2cc(Cl)nc3ccccc23)cc1	-4	-4	7	-4	-1.0	-15	0	-4	-0.3	-4	2
Cc1ccc(CSCC(=O)N/N=C/c2cccc(OC3CSC3)c2)cc1	0	-5	-4	x	-0.1	11	-3	4	2.1	-1	0
O=C(COC(=O)c1cccc(S(=O)(=O)N2CCCC2)c1)Nc1ccccc1C(F)(F)F	-1	1	0	x	-1.1	x	-8	-5	-0.7	0	13
O=C(CN1CCCCC1)Nc1cc(S(=O)(=O)N2CCOCC2)ccc1N1CCCC1	0	0	-6	44	0.0	1	0	4	1.8	-3	3
CN1CCN(C(=O)C2CCCN(S(=O)(=O)c3ccc(Br)cc3)C2)CC1 (centres undefined)	-5	-5	-9	33	0.7	-3	-12	2	-2.9	4	3
O=C1C=C(/C=C/c2ccccc2)C[C@@H](c2ccc3c(c2)OCO3)C1	x	0	6	6	-1.5	-17	1	-3	0.9	4	1
CC(=O)C(C(C)=O)C(NC(=O)c1cccnc1)(C(F)(F)F)C(F)(F)F	-2	-3	3	131	-5.0	9	-1	-3	-0.8	-3	11
O=C(O)c1ccc(CNC(=O)c2ccc(S(=O)(=O)N3CCCCC3)cc2)cc1	47	2	-14	-23	-1.2	-21	3	-1	0.1	2	-5
COc1cccc(N2CC(C(=O)Nc3nnc(SCC(=O)c4ccccc4)s3)CC2=O)c1 (centres undefined)	-1	7	3	-9	2.3	-3	0	-2	-0.4	0	0
CC(c1nnc(SCC(=O)N2CC(=O)Nc3ccccc32)n1Cc1ccccc1)N(C)C (centres undefined)	x	-3	-11	-21	1.1	-4	-4	-4	0.0	4	-1
CNC(=O)/C(C#N)=C\c1ccc(CNS(=O)(=O)c2ccc(Cl)cc2)o1	0	-2	-1	-22	0.4	2	-4	1	0.1	1	6
O=Cc1c(NCCN2CCCC2)c2ccccc2[nH]c1=O	0	-8	-17	8	-3.3	10	-5	-9	-0.3	3	-4
O=C1CC(c2ccccc2)CC(=O)C1=CN1CCCC1 (centres undefined)	1	x	-8	-18	-0.4	3	-8	-7	-2.7	x	6
(listing goes on)
SMILES	NSD2 inh	Cardiac RTF inh	PvdQ inh	Mot1-301 SUMO	LANA DNA inh	PfHsp90 set2	dFosB activator	Keap1 Nrf2 FP	CDK5 p35 inh	cardiac RTF act	Rtt109 Vps75
Cc1cc(C(F)F)nn1CC(=O)NCc1ccccc1F	-2	-5	11	x	-2.0	-4	-6	6	0.4	0	18
O=C(Cn1cnc2ccccc21)Nc1cc(C(F)(F)F)ccc1N1CCOCC1	1	3	-12	-9	-1.1	x	-4	1	-0.9	-2	13
CCn1ccnc1C(O)c1cccc(OC)c1OC (centres undefined)	x	-4	-6	-17	-0.8	15	-5	-2	-3.4	12	-12
O=C(/C=C/c1ccc(-c2ccccc2)cc1)NCc1cccnc1	62*	-5	-8	-13	-0.8	-2	-12	5	1.1	-10	4
CC(=O)N1CCN(c2ccc([N+](=O)[O-])cc2C#N)CC1	0	2	-12	4	0.1	36	8	-3	0.4	4	-1
C=CCN(C(=O)CNC(=O)c1ccco1)C(C(=O)NC1CCCCC1)c1ccc(F)cc1 (centres undefined)	-4	-7	-13	x	-0.3	13	-6	-5	3.0	1	-4
COc1ccc(CNCc2cccc(Cl)c2)cc1	-2	-1	43*	212	-1.2	-1	1	-7	-4.2	16	-6
Cc1ccc(-c2nnc(Nc3ccc(CC(N)=O)cc3)c3ccccc23)cc1	0	8	-6	-1	-0.7	14	-9	-2	1.4	5	6
CCCCNC(=O)CCCn1c(=O)c2ccccc2n(CC(=O)NCCC2=CCCCC2)c1=O	-1	-10	5	x	1.3	-11	13	-2	1.5	-4	1
CCCCN1CCNC1=S	0	-7	5	-3	0.5	3	-1	1	2.8	-5	-4
CCOc1ccc(Br)cc1C1=CC(=O)C[C@H](c2ccc(OC)cc2)C1	x	-21	10	7	0.5	-9	0	-2	1.2	5	7
COC(=O)c1ccc(COc2cccc3c2OC(C)(C)C3)cc1	-4	-3	-9	6	1.1	-20	-3	-3	1.0	-5	-3
CC(C)Sc1nc2c(c(=O)[nH]c(=O)n2C)n1C	-1	1	1	1	0.5	x	-5	-6	-0.2	-1	-8
CCCn1c(=N)n(CC(O)c2ccco2)c2ccccc21 (centres undefined)	-1	-39	5	-15	11	-19	-3	2	-1.2	25	11
CCOc1ccc(Cl)cc1S(=O)(=O)N1CCC(C(=O)N2CCCC2)CC1	0	2	-3	1	1.3	7	-6	0	-0.2	0	0
N/C(=N\OS(=O)(=O)c1ccc(Cl)cc1)c1ccncc1	1	-2	-6	-13	1.3	-11	6	1	-0.6	6	4
CCC1Oc2ccc(C)cc2N(CC(=O)N(Cc2cccnc2)Cc2cccc(F)c2)C1=O (centres undefined)	-1	-4	-7	13	-0.3	x	-12	1	1.1	2	-5
CCn1ccnc1CN1CCCCC1C(=O)Nc1ccc(Oc2cccnc2)cc1 (centres undefined)	7	5	9	-17	0.6	-1	-2	-3	1.9	-6	14
CNC(=O)CC1C(=O)N(C)C(=S)N1NC(=O)c1ccc(Cl)cc1 (centres undefined)	0	-6	-16	-6	-0.8	x	7	-2	-0.7	1	4
CCOC(=O)C(=CNc1nc(-c2ccc3ccccc3c2)cs1)C(=O)OCC	5	3	-10	-41	-1.3	-51	-2	-3	0.3	-2	5
COCCCNC(=O)c1ccc2c(c1)ncn2-c1ccccc1OC	x	-2	-1	-13	1.3	8	-6	-5	1.0	3	2
COc1ccc(/C(C)=N/NC(=O)c2ccncc2)cc1	-2	0	-13	-20	-1.1	-121	5	-2	1.5	-5	-5
CCn1cc(S(=O)(=O)c2ccc(C)cc2)[nH]c1=O	1	13	6	-22	-1.5	20	-2	-5	0.6	2	0
O=C(NCC1CCCCC1)c1cccc(S(=O)(=O)NCc2cccnc2)c1	-4	-11	0	8	-0.6	-14	-3	4	0.6	-1	-2
Cc1ccc(N/C(N)=N/c2nc(C)cc(C)n2)cc1	3	-3	-8	-17	0.8	1	-6	4	0.4	-6	14
(listing goes on)
SMILES	NSD2 inh	Cardiac RTF inh	PvdQ inh	Mot1-301 SUMO	LANA DNA inh	PfHsp90 set2	dFosB activator	Keap1 Nrf2 FP	CDK5 p35 inh	cardiac RTF act	Rtt109 Vps75
O=C(NCCc1ccc(Cl)cc1)c1ccc(CS(=O)Cc2ccc(Cl)cc2)o1 (centres undefined)	-3	-1	-11	2	-1.1	19	-7	-8	x	4	2
Cn1c(=O)c2c(ncn2CC(=O)N2CCN(c3ccccc3)CC2)n(C)c1=O	2	-12	-11	x	-0.1	0	-5	-2	-0.1	10	x
Cc1ccc(C)c(OCC(=O)Nc2ccccc2N2CCCC2)c1	7	-1	7	47	8.1	-10	-2	3	1.7	-2	7
COc1ccc(-n2nnnc2/C=C\Nc2ccccc2C(=O)c2ccccc2)cc1	-4	-4	-7	-17	-0.7	-3	-3	1	0.2	-1	1
CCC(C)C(NC(=O)C1CCC(=O)N1C(=O)OCc1ccccc1)C(=O)NC(Cc1ccccc1)C(N)=O (centres undefined)	45	3	8	-5	-0.3	-73	0	-3	1.9	-5	10
O=[N+]([O-])c1cccc(OCC(O)CN2CCN(S(=O)(=O)c3cc(Cl)ccc3Cl)CC2)c1 (centres undefined)	x	-1	-4	38	-1.2	0	-4	2	-0.8	-4	9
CSCCC(C(=O)N1CC2(C)CC1CC(C)(C)C2)N1C(=O)c2ccccc2C1=O (centres undefined)	1	-1	0	-8	-0.4	2	-1	-5	0.6	-1	6
COc1ccc(NC(=O)COC(=O)CCc2cc(OC)c(OC)c(OC)c2)c([N+](=O)[O-])c1	0	-29	-6	-8	-0.1	29	-19	-3	1.9	-7	-1
CC(=O)c1ccc(C(=O)N2CCCC(CNC(=O)c3ccccc3Cl)C2)cc1 (centres undefined)	-4	1	-15	-7	1.5	6	-5	-1	-1.2	6	-3
CCCOc1ccccc1/C=C1\SC(N)=NC1=O	1	-3	-5	3	-2.2	-12	-18	1	0.1	0	-10
CCON1C(=O)C2(CCCCC2)C(=O)C12C=CCCC2 (centres undefined)	-3	-7	-20	x	-2.6	-7	2	2	0.9	-1	4
COc1cccc(CNC(=O)CCC2CCCN(c3cc(C)nc(N(C)C)n3)C2)c1 (centres undefined)	-1	-13	-11	5	0.6	24	-7	-3	0.5	6	-8
CCOC(=O)CSC1=C(C#N)C(c2ccc(C)o2)CC(=O)N1 (centres undefined)	x	-5	-5	-16	0.0	9	1	1	-1.3	-2	6

Two entries picked at random from the list so far, as already listed:
SMILES	NSD2 inh	Cardiac RTF inh	PvdQ inh	Mot1-301 SUMO	LANA DNA inh	PfHsp90 set2	dFosB activator	Keap1 Nrf2 FP	CDK5 p35 inh	cardiac RTF act	Rtt109 Vps75
O=[N+]([O-])c1cccc(OCC(O)CN2CCN(S(=O)(=O)c3cc(Cl)ccc3Cl)CC2)c1 (centres undefined)	x	-1	-4	38	-1.2	0	-4	2	-0.8	-4	9
COc1ccc(-n2nnnc2/C=C\Nc2ccccc2C(=O)c2ccccc2)cc1	-4	-4	-7	-17	-0.7	-3	-3	1	0.2	-1	1
